# Screens (PubChem BioAssay)
# POLI inh: blocks human DNA polymerase iota activity; Q9UNA4; Pol iota fluorescent replication assay, 10 min; Potency, µM (titrated, usually from 115 µM), for inactives: at the top dose activity, negative = inhibition, usual class: inhibitors; 1% of 390,000 active
#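 Pol iota at 10 nM preincubated 15 min with compounds at room temperature; reaction started with fluorescent substrate, 50 nM final. Fluorescence read kinetically at 0 and 10 min; buffer-only wells as negative control.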
# APE1 inh: blocks human APE1 abasic DNA cleavage | Potency, µM (doses to about 65.8 µM), for the others: at the top dose activity change, negative = inhibition, actives largely listed as inhibitors | recombinant APE1, TAMRA/BHQ-2 abasic DNA cleavage fluorescence | 0.35% of 350,000 active | AID 2517 | P27695;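 also: plate controls were vehicle for no effect and reference inhibitor for full effect; nearly all actives have a fitted effect of over 55% in size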
#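 Enzyme (0.75 nM final) and test compound are incubated 15 min at room temperature before adding 50 nM quenched THF abasic-site duplex. Cleavage dequenches TAMRA, followed at 525/598 nm over three reads one minute apart.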
# Pol beta inh: blocks human DNA polymerase beta activity; Pol beta primer extension/strand displacement, fluorescence kinetic; Potency, µM (titrated, usually from 114 µM), without a hit: at the top dose activity change, negative = inhibition, usual class: inhibitors; 1.3% of 340,000 active; also: % is scaled to controls: 0 for no effect and ±100 for the full control effect
#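 Homogeneous kinetic assay of primer extension and strand displacement by 10 nM Pol beta, preincubated 15 min at room temperature with compound before 50 nM substrate (final) was added. Read at 0 and 10 min; four-parameter Hill fit.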
# JMJD2A Tudor: JMJD2A Tudor domain (human) inhibition. O75164. AlphaScreen JMJD2A-Tudor / H3K4me3 peptide binding. Potency, µM (highest dose often 114 µM), for inactives: at the top dose activity change, negative = inhibition, actives largely listed as inhibitors. 4.4% of 390,000 active. AID 504339; also: % is scaled to controls: 0 for no effect and ±100 for the full control effect; nearly all actives have a fitted effect of over 50% in size
# BLM inh: Bloom syndrome helicase (human) inhibition; P54132; Potency, µM (highest dose often 56.1 µM), for the others: top-dose activity change, negative = inhibition, hits mostly inhibitors; 0.2% of 350,000 active; recombinant BLM DNA unwinding, fluorescence dequenching;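 also: plate controls were vehicle for no effect and no enzyme for full effect; nearly all actives have a fitted effect of over 35% in size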
# Target sequence (P54132 whole entry, looked up): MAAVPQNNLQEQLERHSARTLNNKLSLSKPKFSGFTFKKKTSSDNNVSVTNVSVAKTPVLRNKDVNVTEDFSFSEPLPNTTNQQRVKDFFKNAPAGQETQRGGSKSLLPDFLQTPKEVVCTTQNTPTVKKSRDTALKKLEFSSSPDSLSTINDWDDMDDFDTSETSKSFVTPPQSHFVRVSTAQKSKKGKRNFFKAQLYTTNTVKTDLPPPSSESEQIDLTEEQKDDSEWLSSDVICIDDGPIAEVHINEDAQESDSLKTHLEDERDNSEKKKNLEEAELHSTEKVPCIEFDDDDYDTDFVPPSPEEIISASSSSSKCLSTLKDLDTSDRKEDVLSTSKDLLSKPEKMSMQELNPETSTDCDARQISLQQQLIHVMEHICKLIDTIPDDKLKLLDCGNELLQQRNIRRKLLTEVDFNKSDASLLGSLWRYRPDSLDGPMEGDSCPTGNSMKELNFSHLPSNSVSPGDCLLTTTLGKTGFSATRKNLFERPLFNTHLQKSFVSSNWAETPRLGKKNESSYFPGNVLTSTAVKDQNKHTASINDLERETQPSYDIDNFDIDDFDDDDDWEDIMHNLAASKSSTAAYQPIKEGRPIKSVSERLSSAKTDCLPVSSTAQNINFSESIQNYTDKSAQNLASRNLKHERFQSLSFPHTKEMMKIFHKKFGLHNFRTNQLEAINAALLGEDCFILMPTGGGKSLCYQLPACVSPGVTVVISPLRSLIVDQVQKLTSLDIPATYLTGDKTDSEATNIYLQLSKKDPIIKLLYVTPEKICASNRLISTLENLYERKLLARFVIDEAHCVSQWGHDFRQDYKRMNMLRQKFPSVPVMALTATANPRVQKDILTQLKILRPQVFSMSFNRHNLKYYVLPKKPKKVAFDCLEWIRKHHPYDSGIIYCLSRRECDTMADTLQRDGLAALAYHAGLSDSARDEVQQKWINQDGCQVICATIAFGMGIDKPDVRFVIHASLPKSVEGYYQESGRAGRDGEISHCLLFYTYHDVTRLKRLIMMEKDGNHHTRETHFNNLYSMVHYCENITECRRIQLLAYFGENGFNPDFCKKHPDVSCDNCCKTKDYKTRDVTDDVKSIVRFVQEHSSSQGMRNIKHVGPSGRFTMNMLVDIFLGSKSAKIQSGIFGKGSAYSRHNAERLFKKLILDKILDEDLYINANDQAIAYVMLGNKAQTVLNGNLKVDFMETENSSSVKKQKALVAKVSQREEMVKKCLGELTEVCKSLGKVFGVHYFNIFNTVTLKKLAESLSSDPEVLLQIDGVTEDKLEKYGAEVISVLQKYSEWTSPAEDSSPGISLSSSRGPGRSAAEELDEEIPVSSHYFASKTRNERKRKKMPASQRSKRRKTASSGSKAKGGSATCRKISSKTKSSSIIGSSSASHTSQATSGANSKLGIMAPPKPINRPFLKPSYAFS
# G9a inh: inhibitors of human histone lysine methyltransferase G9a. G9a H3K9 monomethylation, AlphaScreen, 2 h. Q96KQ7. 8.8% of 350,000 active. Potency, µM (highest dose often 102 µM), for the others: at the highest dose activity, negative = inhibition, usual class: inhibitors; also: % is scaled to controls: 0 for no effect and ±100 for the full control effect; nearly all actives have a fitted effect of over 75% in size
#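 Step 1: enzyme (final 20 nM) with compound, 15 min RT. Step 2: substrate peptide 500 nM and SAM 20 uM, 2 h RT. Step 3: anti-H3K9me1 antibody and AlphaScreen beads, 10 min, then plate read.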
# POLH inh: blocks human DNA polymerase eta activity. Potency, µM (doses to about 114 µM), without a hit: at the highest dose activity change, negative = inhibition, most hits filed as inhibitors. recombinant Pol eta, fluorescent DNA replication assay. AID 588591. 1.2% of 390,000 active. Q9Y253; also: % is scaled to controls: 0 for no effect and ±100 for the full control effect
#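 Fluorescent replication assay: 50 nM final substrate added after a 15 min room-temperature compound preincubation with 10 nM enzyme. Signal taken at 0 min and again at 10 min.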
# BAZ2B block: blocks human BAZ2B. Q9UIF8. AlphaScreen BAZ2B-H3K14Ac peptide displacement. Potency, µM (series often up to 114 µM), without a hit: at the highest dose activity change, negative = inhibition, hits mostly inhibitors. 4.4% of 360,000 active; also: % is scaled to controls: 0 for no effect and ±100 for the full control effect; nearly all actives have a fitted effect of over 60% in size
#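 Protein-peptide AlphaScreen: BAZ2B 50 nM, b-H3K14Ac 50 nM, 1x PBS pH 7.4 + 0.01% Tween-20. Preincubation 30 min RT; cpd 30 min RT (top 110 uM); beads 20 min RT, light-protected.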
# Pol kappa inh: DNA polymerase kappa (human) inhibition; 0.53% of 400,000 active; AID 588579; purified Pol kappa, fluorescent DNA synthesis assay, 10 min; Potency, µM (highest dose often 107 µM), without a hit: at the highest dose activity, negative = inhibition, hits mostly inhibitors; Q9UBT6; also: % is scaled to controls: 0 for no effect and ±100 for the full control effect
#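 Readout: fluorescence, taken kinetically at 0 and 10 min. Conditions: 10 nM Pol kappa, 15 min RT compound preincubation, 50 nM substrate final. Controls: enzyme-free buffer wells.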
# The depositor's hits bear a star; ? = inconclusive; . = no result given; [ ] = another dose, or the depositor's remark. Calls follow the shape of the dose curve; as a rule, active = well fitted curve in the direction sought with a large enough effect; inconclusive = small, poorly fitted or top-dose-only effect, or another doubt; inactive = no such curve, though single readings can be large; an effect the other way counts as inactive or inconclusive. Potency is read from the fitted curve at half-maximal effect. Only part of the results is shown; count on the stated rates, not on these rows.
SMILES,POLI inh,APE1 inh,Pol beta inh,JMJD2A Tudor,BLM inh,G9a inh,POLH inh,BAZ2B block,Pol kappa inh
N#CCCN(C(=O)COC(=O)C1CCN(S(=O)(=O)c2cccs2)CC1)c1ccccc1,30.9%[activator],?,0.2%,-3.4%,-1.8%,-30.2%,-12.8%,10.2%,1.8%
Cc1cc(NC(=O)CSc2nnc(-c3ccccc3)n2Cc2ccco2)no1,8.2%,-6.0%,7.0%,-5.6%,-3.2%,7.8%[59 µM],-16.4%,14.0%,-2.6%
CC(C)(O)C(=O)NNC(=S)Nc1cccc(C(F)(F)F)c1,27.0%,2.1%,-7.7%,-13.4%,-0.4%,7.94µM*,-23.6%,-6.6%,-7.3%
CCn1ncc(CNC(=O)C2(C)CC2(Br)Br)c1C (stereo unspecified),156.7%[activator],-1.6%,28.0%,-7.3%,0.0%,-2.6%[59 µM],-6.0%,2.1%,-4.3%
CCc1ccccc1NS(=O)(=O)c1cc(C)ccc1OC,4.5%,-2.8%,14.5%,3.8%,-1.5%,0.8%[12.7 µM],-11.3%,6.7%,-17.2%
COCCSc1nnc(NC(=O)CSCc2ccccc2)s1,9.4%,-3.2%,-11.3%,-10.4%,-0.9%,14.1µM*,-15.7%,0.9%,6.7%
Cc1cc(C(=O)NCC(=O)OCC(=O)NCCc2ccccc2)ccc1[N+](=O)[O-],146.3%[activator],31.2%[activator],16.3%,-10.5%,-4.8%,-30.1%,5.4%,-19.0%,-11.9%
O=C(O)CN=C1NC2(CCCCC2)Cc2ccccc21,-15.8%,2.6%,0.1%,-14.1%,0.5%,-8.4%[59 µM],-5.5%,1.5%,14.7%

# Remaining list, next part:
SMILES,POLI inh,APE1 inh,Pol beta inh,JMJD2A Tudor,BLM inh,G9a inh,POLH inh,BAZ2B block,Pol kappa inh
CN(C)c1nc(=Nc2cccc(Cl)c2)ss1,-14.5%,-2.8%,-1.2%,-31.7%,-3.2%,6.31µM*,-17.0%,?,-2.5%
CC(C)(C)C1CCc2nc(NC(=O)c3cccc(Cl)c3)sc2C1 (stereo unspecified),15.7%,.,11.1%,-21.5%,-10.0%,-8.4%[59 µM],-10.5%,-14.6%,-13.2%
CCOC(=O)N1CCN(C(=O)CNC(=O)Cn2cnc3ccccc3c2=O)CC1,62.6%[activator],-0.1%,33.0%,-1.1%,-4.3%,-36.8%,-1.5%,-1.8%,-13.3%
O=C(c1ccncc1)N1CCC[C@@]2(CCN(c3ccccn3)C2)C1,.,4.4%,.,.,0.3%,13.1%[12.7 µM],.,.,6.6%[60.1 µM]
Cc1ccc(-n2nnc3c(=O)oc4ccccc4c32)cc1,4.9%,21.4%,55.2%,9.0%,-5.1%,-0.8%[0.0925 µM],-16.8%,3.6%,-7.5%
COc1cc(C(=O)Nc2nc3ccc(S(=O)(=O)N4CCOCC4)cc3s2)cc(OC)c1OC,15.1%,11.4%,0.2%,-30.8%,-7.7%,-6.7%[12.7 µM],-3.0%,-6.3%,-8.1%
O=C(c1ccco1)N1CCN(C(=O)c2cc(-c3ccccn3)nc3ccc(Cl)cc23)CC1,?,-8.3%,?,-6.3%[57.1 µM],-6.9%,?,?,-30.3%,-26.2%
CCCCCC(=O)N/N=C(\C)c1ccc(N2CCCCC2)cc1,127.5%[activator],-11.6%,9.2%,-11.8%,-5.3%,6.8%[59 µM],-14.7%,15.0%,-5.6%

# Next section:
SMILES,POLI inh,APE1 inh,Pol beta inh,JMJD2A Tudor,BLM inh,G9a inh,POLH inh,BAZ2B block,Pol kappa inh
CC(C)CCn1c(SCC(=O)OCn2nnc3ccccc3c2=O)nc2ccccc2c1=O,-0.1%,4.0%,0.3%,-4.7%,-3.1%,16.5%[59 µM],-4.9%,-1.6%,-5.1%
COc1cccc(-c2nnc(NC(=O)Cc3cccs3)s2)c1,-1.1%,?,20µM*,0.0%[11.4 µM],-12.0%,?,?,-3.7%,-27.2%
CCOc1ccccc1NC(=O)c1ccc2c(Cl)c3c(nc2c1)CCCC3,21.9%,.,2.0%,9.8%,-13.6%,-0.1%[59 µM],?,0.8%[57.1 µM],-2.1%
O=C(COc1ncnc2ccccc12)Nc1ccc(Cl)c(S(=O)(=O)N2CCOCC2)c1,-14.3%,0.6%,7.4%,-9.7%,-2.6%,0.9%,-12.0%,-12.4%,-9.7%
COc1ccccc1NC(=S)N=Nc1c(O)[nH]c2ccc(Br)cc12,54.7%[activator],-0.6%,25.1%,-3.4%,-7.0%,-24.9%,-13.7%,-18.9%,-0.1%
Cc1nnc(-c2ccccc2)nc1N(C)C,114.8%[activator],19.7%,8.3%,10.4%,-1.2%,15.3%[59 µM],-22.4%,0.3%,-1.4%
CCOc1ccc(N2C(=O)Nc3ccc(Br)cc3C2(O)C(=O)NC(C)C)cc1 (stereo unspecified),16.2%,12.3%,33.1%,-3.5%,-0.7%,0.0%,-20.0%,0.5%,7.5%
COC(=O)C1=C(C)N(Cc2ccccc2)C(=NCc2ccc(OC)cc2)N[C@H]1c1ccc(Br)cc1,.,5.3%,0.3%,.,0.4%,.,.,10.3%,.

# Other compounds.
SMILES,POLI inh,APE1 inh,Pol beta inh,JMJD2A Tudor,BLM inh,G9a inh,POLH inh,BAZ2B block,Pol kappa inh
CCN(CCCNC(=O)c1cc2c(Cl)nc3ccccc3c2s1)Cc1ccccc1,11.0%,.,0.1%,?,113.3%[activator],-37.3%[59 µM],-15.1%,?,-2.7%
CC1=NN(c2nc(-c3ccccc3)cs2)C(=O)C1N=Nc1ccccc1 (stereo unspecified),36.6%[activator],3.3%,-2.7%,?,-4.3%,?,-17.1%,-33.3%,-6.9%
O=C(CCCn1nnc2ccccc2c1=O)N[C@@H](Cc1ccccc1)C(=O)O,56.7%[activator],0.5%,3.6%,13.0%,-1.4%,-2.7%,-18.0%,-12.8%,-6.6%
CCc1n[nH]c(=S)n1/N=C/c1cccc2ccccc12,120.7%[activator],7.2%,1.3%,?,1.8%,1.58µM*,-18.5%,-18.1%,-9.0%
CCC(Sc1nncn1C)C(=O)Nc1ccccc1OC (stereo unspecified),134.4%[activator],-6.8%,-4.8%,-21.2%,-10.8%,-18.9%[12.7 µM],1.8%,9.5%,18.7%
O=C(Nc1cccc(NC(=O)c2ccco2)c1)c1ccc2c(c1)OCO2,12.4%,-7.9%,-25.9%,?,-2.3%,11.7%[12.7 µM],1.1%,3.1%,-3.9%
Nc1ccc(S(=O)(=O)NN=CC=Cc2ccccc2[N+](=O)[O-])cc1,3.4%,.,.,-28.0%,.,.,-4.3%,.,-10.7%
O=C(O)CCSc1ccccn1,6.6%,-0.2%,2.2%,-16.0%,-2.2%,14.1µM*,-8.1%,0.9%,-6.2%

# Pol beta inh, entries above that show a hit.
SMILES,POLI inh,APE1 inh,Pol beta inh,JMJD2A Tudor,BLM inh,G9a inh,POLH inh,BAZ2B block,Pol kappa inh
COc1cccc(-c2nnc(NC(=O)Cc3cccs3)s2)c1,-1.1%,?,20µM*,0.0%[11.4 µM],-12.0%,?,?,-3.7%,-27.2%

# Following part
SMILES,POLI inh,APE1 inh,Pol beta inh,JMJD2A Tudor,BLM inh,G9a inh,POLH inh,BAZ2B block,Pol kappa inh
O=C(Nc1ccc(F)cc1F)c1ccc(S(=O)(=O)NCc2ccco2)cc1,16.8%,31.8%,.,-15.4%,.,.,-14.7%,.,-11.5%
O=C(O)CCC(=O)c1ccc2c(c1)OCCCO2,-6.6%,0.8%,-0.8%,-17.1%,0.0%,-1.9%[59 µM],-3.2%,13.6%,-19.2%
CN(Cc1ccccc1F)C(=O)c1ccc(NC(=O)CC2SC(N3CCCCC3)=NC2=O)cc1 (stereo unspecified),-9.7%,.,.,-11.3%,.,.,-16.6%,.,-0.8%
CCCCn1c(SCC(=O)Nc2cccc(OC)c2)nc2ccsc2c1=O,1.8%,.,2.4%,0.7%,-3.7%,9.4%[59 µM],0.5%,2.9%,-0.1%[60.1 µM]
O=C(NCc1ccco1)c1ccc(Cn2c(=O)c3sccc3n(Cc3ccc(F)cc3)c2=O)cc1,-10.9%,-8.5%,-1.9%,-12.4%,2.3%,5.3%,0.8%,-3.6%,-5.5%
COc1ccc(CNC(=O)CCN2C(=O)c3ccccc3C2=O)cc1OC,37.3%[activator],31.1%,14.1%,-7.9%,-0.9%,8.0%,-13.3%,-3.7%,-3.3%
O=C(Nc1ccc(Br)cc1F)N1CC=C(c2c[nH]c3ccccc23)CC1,4.8%,.,7.7%,?,-10.1%,-33.3%[59 µM],-10.0%,-36.2%,2.0%
Cc1ccc(C(=O)OCC(=O)Nc2ccc3[nH]c(=O)[nH]c3c2)cc1[N+](=O)[O-],52.2%[activator],-1.3%,-0.6%,-3.0%,-9.1%,13.5%[59 µM],-13.7%,-1.0%,-5.8%

# The results go on.
SMILES,POLI inh,APE1 inh,Pol beta inh,JMJD2A Tudor,BLM inh,G9a inh,POLH inh,BAZ2B block,Pol kappa inh
NC(=S)Nc1ccccc1Br,-9.2%[58.9 µM],2.0%,-8.0%,-4.0%,-1.3%,.,-8.8%,6.1%,-13.6%
O=C(Nc1ccccc1Cl)c1cc(S(=O)(=O)N2CCOCC2)cs1,14.5%,-3.5%,-19.7%,21.1%,0.0%,-33.1%,-4.8%,-7.2%,-0.2%
Cc1cccc(Oc2ccc(N)cc2)c1,5.5%,-1.0%,1.3%,?,-1.3%,-0.3%[12.7 µM],-3.4%,?,-16.6%
Cc1[nH]c2c(C)cccc2c1CCNC(=O)c1cc2ccccc2oc1=O,?,.,-1.0%,-3.4%,-5.7%,0.2%[59 µM],-9.7%,-12.3%,6.7%
CCOC(=O)C1=C(COC(=O)CCCOc2ccccc2)NC(=O)NC1C (stereo unspecified),60.1%[activator],-4.4%,.,-13.7%,.,4.3%,-18.8%,-2.5%,-5.9%
Cn1c(NCC2CCCO2)nc2c1c(=O)n(Cc1ccccc1)c(=O)n2C (stereo unspecified),?,15.3%,33.9%,-4.5%,-0.6%,?,2.9%,0.9%,-2.5%
O=C(CN1CCN(c2cccc(Cl)c2)CC1)Nc1ccc(S(=O)(=O)N2CCOCC2)cc1,-1.7%,-0.5%,20.5%,-30.1%,-4.1%,.,-24.4%,?,-6.0%
Cc1c(NC(=O)c2cc(-c3cccs3)nc3ccccc23)c(=O)n(-c2ccccc2)n1C,-13.8%,3.3%,17.0%,-23.2%,2.7%,30.3%[59 µM],-15.9%,-32.5%,-0.3%
COCCN(C(=O)CSc1nnc(-c2ccccc2OC)o1)c1c(N)n(CC(C)C)c(=O)[nH]c1=O,14.8%,10.3%,.,-1.4%,.,-4.6%[0.501 µM],-16.7%,7.2%,-7.0%
